Bioassay records deposited in PubChem BioAssay by The Scripps Research Institute Molecular Screening Center.
CHO parental Ca – ATP-evoked calcium signal inhibitors, parental CHO, primary screen, counter-screen for OX1R antagonist project, cell-based, fluorescence, Fluo-8 calcium dye. parental CHO-K1, ATP-induced calcium, Fluo-8 fluorescence. inhibition, % at 5.6 µM. hit rate 0.63% among 330,000. AID 463079, 2010;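 active = inhibition above that plate's mean sample inhibition plus 3 SD, cut at about 26% in these data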;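 note: 0% = ATP-challenged DMSO wells and 100% = DMSO wells without ATP; some compounds past the cut are filed as inactive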
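Material – parental CHO cells · Reagent – ATP stimulus · Compound – single nominal dose of 5.6 µM per compound · Detection – Fluo-8 fluorescence · Read-out basis – percent inhibition of calcium signal · Controls – ATP-challenged DMSO wells low, unchallenged DMSO wells high · Repeats – no replicates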
GPR7 antag – GPR7 receptor antagonists, primary screen, cell-based, fluorescence, single concentration; inhibition, % at 4.4 µM; Neuropeptides B/W receptor type 1 (Homo sapiens), P48145; GPR7-expressing cells, fluorescence antagonist assay; AID 1861, 2009; hit rate 1.1% among 290,000; in the data active = inhibition above about 16%, passing the limit was not always enough;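 note: cells stimulated with the agonist NPW; 0% = agonist with vehicle and 100% = vehicle without agonist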
Target sequence (P48145 whole entry, looked up): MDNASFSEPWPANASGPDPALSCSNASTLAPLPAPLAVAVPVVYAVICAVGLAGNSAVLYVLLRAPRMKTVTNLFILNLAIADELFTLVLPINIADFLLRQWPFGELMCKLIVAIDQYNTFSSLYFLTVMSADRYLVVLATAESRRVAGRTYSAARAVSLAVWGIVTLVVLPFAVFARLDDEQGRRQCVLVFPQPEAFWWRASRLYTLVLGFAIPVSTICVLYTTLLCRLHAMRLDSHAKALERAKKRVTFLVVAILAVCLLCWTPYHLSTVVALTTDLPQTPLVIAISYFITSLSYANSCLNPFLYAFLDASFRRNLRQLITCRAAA
M1 ag parental – counter-screen for M1 agonists: effect in parental CHO-K1 cells | hit rate 0.48% among 360,000 | Fluo-8 calcium fluorescence; scaled to maximal ATP response, vehicle zero | activation, % at 3 µM; in the data active = activation above about 15%;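 note: untransfected CHO-K1 host cells lacking M1 receptor as counterscreen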
OXTR potentiate – human OXTR potentiators, primary screen, fluorescence, CHO-OTR cells, Fluo-8 calcium; hit rate 0.061% among 320,000; Fluo-8 calcium fluorescence, potentiator mode; 0% = oxytocin EC15, 100% = EC100; Oxytocin receptor (Homo sapiens), P30559; activation, % at 3 µM;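 active = activation above that plate's cutoff, the mean activation of tested compounds plus 3 SD, cut at about 6.6% in these data, passing the limit was not always enough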;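 note: 100% uses oxytocin at 75 nM as the full agonist control; some results filed as inactive read as strong as hits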
Target sequence (P30559 whole entry, looked up): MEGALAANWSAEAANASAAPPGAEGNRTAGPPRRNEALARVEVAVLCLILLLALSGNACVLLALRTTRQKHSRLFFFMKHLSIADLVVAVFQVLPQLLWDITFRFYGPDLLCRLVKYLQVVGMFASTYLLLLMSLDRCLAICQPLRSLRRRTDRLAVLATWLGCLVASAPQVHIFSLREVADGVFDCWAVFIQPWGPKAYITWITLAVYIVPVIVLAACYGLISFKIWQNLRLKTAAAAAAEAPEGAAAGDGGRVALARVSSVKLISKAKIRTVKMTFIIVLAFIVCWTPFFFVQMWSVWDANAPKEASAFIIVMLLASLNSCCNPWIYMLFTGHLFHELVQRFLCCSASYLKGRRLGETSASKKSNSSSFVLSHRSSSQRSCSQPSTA
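System: human OTR in CHO cells; Also added: sub-maximal oxytocin, roughly EC15; Timing: compound 6 min at room temperature before oxytocin, 100 s read; Technique: Fluo-8 intracellular calcium fluorescence, ex 470-495, em 515-575 nm; Controls: oxytocin EC15 low and EC100 high; Replication: singlicate.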
V1aR counter – agonists of human V1a receptor, primary screen, counter-screen for OXTR agonist project, fluorescence, CHO-V1R cells; Vasopressin V1a receptor (Homo sapiens), P37288; Fluo-8 calcium fluorescence, agonist mode; 0% DMSO, 100% 3 nM vasopressin; activation, % at 3 µM; hit rate 0.25% among 320,000; AID 2797, 2010;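 active = activation above the mean activation of all tested compounds plus 3 SD, per screening run, cut at about 20% in these data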;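 note: signal is peak over basal fluorescence ratio across a 100 second FLIPR read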
CHO-K1 Ca antag – counter-screen for M1 antagonists: effect in parental CHO-K1 cells; inhibition, % at 3 µM; ATP-induced calcium, Fluo-8 fluorescence; hit rate 0.6% among 360,000;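 active = inhibition above a per-plate cutoff, the plate's mean sample inhibition plus 3 SD, cut at about 24% in these data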;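 note: 0% = DMSO plus EC80 ATP and 100% = DMSO alone without ATP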
OXTR agonist – human OXTR agonists, primary screen, fluorescence, CHO-OTR cells, Fluo-8 calcium | hit rate 0.32% among 320,000 | activation, % at 3 µM | Fluo-8 calcium fluorescence; normalized: DMSO 0%, oxytocin 100% | AID 2435, 2010 | Oxytocin receptor (Homo sapiens), P30559;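 active = activation above the mean of all tested compounds plus 3 SD, cutoff set per screening run, cut at about 20% in these data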;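 note: peak over basal fluorescence ratio from a 100 s FLIPR kinetic read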
CHO-K1 Ca PAM – nonselective calcium activators in parental CHO-K1 cells, primary screen, counter-screen for M1 PAM project, cell-based, Fluo-8 calcium fluorescence, full deck, 1536-well. ATP EC20; 0% at ATP EC20, 100% at ATP max. activation, % at 3 µM. hit rate 0.02% among 360,000. AID 602247, 2012;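 active = activation above the run cutoff, the mean activation of all test compounds plus 3 SD, cut at about 40% in these data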;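 note: peak over basal fluorescence ratio in a 140 s read after ATP addition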
TAAR1 antag – human TAAR1 antagonists, primary screen, Fluo-8 calcium fluorescence, CHO RD-HGA16 cells. Trace amine-associated receptor 1 (Homo sapiens), Q96RJ0. antagonist. inhibition, % at 3 µM. hit rate 1.5% among 360,000. AID 624466, 2012;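 active = inhibition above a per-plate cutoff, the mean inhibition of test compounds on that plate plus 3 SD, cut at about 49% in these data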;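 note: 0% = DMSO plus EC80 beta-PEA response and 100% = DMSO alone without agonist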
Target sequence (Q96RJ0 whole entry, looked up): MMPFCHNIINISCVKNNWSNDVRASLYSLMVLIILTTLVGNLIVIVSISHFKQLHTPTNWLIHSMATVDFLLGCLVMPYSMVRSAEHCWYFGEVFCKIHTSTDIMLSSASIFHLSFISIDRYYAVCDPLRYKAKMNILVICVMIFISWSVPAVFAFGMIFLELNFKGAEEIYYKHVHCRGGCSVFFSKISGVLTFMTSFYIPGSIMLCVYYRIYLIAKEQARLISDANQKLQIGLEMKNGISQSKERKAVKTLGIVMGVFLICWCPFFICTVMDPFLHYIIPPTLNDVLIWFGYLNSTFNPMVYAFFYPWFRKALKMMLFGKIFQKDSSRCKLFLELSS
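Test system – hTAAR1-expressing CHO RD-HGA16 cells, Gα16-coupled · Reagent – β-PEA at EC80 concentration, post-compound challenge · Compound dosing – 3 µM, single point · Timing – 140 s kinetic read after compound, 140 s after agonist · Detection – Fluo-8 intracellular calcium dye fluorescence, real-time kinetic reads · Control set – DMSO and EC80 PEA controls · Repeats – n of 1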
Active calls of the source: *.

Screening Cc1nn(C(C)C(=O)NC(C)CCc2ccccc2)c(=O)c2cc3occc3n12 (stereo unspecified) returned CHO parental Ca -25, GPR7 antag 1, M1 ag parental 1.3, OXTR potentiate -7, V1aR counter 0.5, CHO-K1 Ca antag -15, OXTR agonist 0.0, CHO-K1 Ca PAM 15 and TAAR1 antag -26.
CC(C)Oc1cccc(C(=O)O)c1 was read as CHO parental Ca 3, GPR7 antag -2, M1 ag parental 0.0, OXTR potentiate -5, V1aR counter 0.5, CHO-K1 Ca antag 0, OXTR agonist 7.6, CHO-K1 Ca PAM 4 and TAAR1 antag -9.
For O=C(Nc1nc2nccc(-c3ccccc3)n2n1)c1ccc(F)cc1 the results were CHO parental Ca -7, GPR7 antag 0, M1 ag parental 0.2, OXTR potentiate -3, V1aR counter 0.0, CHO-K1 Ca antag 4, OXTR agonist 0.2, CHO-K1 Ca PAM -9 and TAAR1 antag 6.
Screening CCOc1ccccc1/C=C/c1onc(C)c1S(=O)(=O)N1CCC(C(=O)NC(C)(C)C)CC1 returned CHO parental Ca -16, GPR7 antag -14, M1 ag parental 1.7, OXTR potentiate -11, V1aR counter 1.1, CHO-K1 Ca antag -5, OXTR agonist -0.2, CHO-K1 Ca PAM -8 and TAAR1 antag -4.
CN(C)CCN(C(=O)c1cccs1)c1nc2cc3c(cc2s1)OCCO3 was read as CHO parental Ca 0, GPR7 antag 2, M1 ag parental 1.0, OXTR potentiate 1, V1aR counter 1.1, CHO-K1 Ca antag 0, OXTR agonist 0.0, CHO-K1 Ca PAM 4 and TAAR1 antag 0.
For Brc1ccc(-c2ccc(/C=N/Nc3nc(N4CCOCC4)nc(N4CCOCC4)n3)o2)cc1 the results were CHO parental Ca -17, GPR7 antag 2, M1 ag parental 0.9, OXTR potentiate -15, V1aR counter 0.2, CHO-K1 Ca antag -3, OXTR agonist -1.3, CHO-K1 Ca PAM 3 and TAAR1 antag 30.
Screening COc1ccc(S(=O)(=O)N2CCCC(C(F)(F)F)C2)cc1 (stereo unspecified) returned CHO parental Ca -1, GPR7 antag -4, M1 ag parental 1.3, OXTR potentiate -4, V1aR counter -0.6, CHO-K1 Ca antag -15, OXTR agonist -1.0, CHO-K1 Ca PAM -1 and TAAR1 antag -1.
CC1(C(=O)Nc2ccc3c(c2)OCO3)Cc2c(-c3ccc4c(c3)OCO4)ccnc2O1 (stereo unspecified) was read as M1 ag parental 0.1, CHO-K1 Ca antag -4, CHO-K1 Ca PAM -1 and TAAR1 antag -5.
`Cn1c2ccccc2c(=O)c2ccc(C#Cc3ccc(N)cc3)cc21` gave CHO parental Ca 0, GPR7 antag -4, M1 ag parental 0.1, OXTR potentiate -9, V1aR counter 0.8, CHO-K1 Ca antag -20, OXTR agonist -2.1, CHO-K1 Ca PAM -1 and TAAR1 antag 38.
For Cc1c(-c2ccccc2)n[nH]c1C(=O)NN the results were CHO parental Ca -5, GPR7 antag 11, M1 ag parental -0.5, OXTR potentiate -12, V1aR counter 0.6, CHO-K1 Ca antag 10, OXTR agonist -0.6, CHO-K1 Ca PAM -6 and TAAR1 antag 8.
`Cc1cc(/C=N/NC(N)=O)c(C)c(CO)c1` gave CHO parental Ca -6, GPR7 antag -5, M1 ag parental -0.4, OXTR potentiate -2, V1aR counter 0.3, CHO-K1 Ca antag -13, OXTR agonist 1.3 and CHO-K1 Ca PAM -12.
O=C1CCCC(=NCc2ccco2)C1 was read as CHO parental Ca 0, GPR7 antag -17, M1 ag parental 0.0, OXTR potentiate -6, V1aR counter 0.2, CHO-K1 Ca antag 8, OXTR agonist -0.8, CHO-K1 Ca PAM 7 and TAAR1 antag -8.
`Cc1cc(C(F)(F)F)c(C#N)c(SCC(=O)Nc2nc3cc(Br)ccc3s2)n1` gave CHO parental Ca -6, GPR7 antag -1, M1 ag parental 0.4, OXTR potentiate -8, V1aR counter 0.8, CHO-K1 Ca antag 3, OXTR agonist 0.6, CHO-K1 Ca PAM 13 and TAAR1 antag 11.
Screening CCOc1ccc(OCCSc2nnnn2C2CCCCC2)cc1 returned CHO parental Ca -9, GPR7 antag -6, M1 ag parental 1.3, OXTR potentiate -14, V1aR counter -0.3, CHO-K1 Ca antag -10, OXTR agonist -2.4, CHO-K1 Ca PAM 17 and TAAR1 antag 14.
`Cc1ccc(S(=O)(=O)N2C[C@H]3C(=O)C[C@@H](c4cccs4)N(S(=O)(=O)c4ccc(C)cc4)[C@H]3C[C@H]2c2ccccc2)cc1` gave M1 ag parental 1.4, CHO-K1 Ca antag 6, CHO-K1 Ca PAM 8 and TAAR1 antag -7.
`CN1CCN(CCC(=O)Nc2cccc(Br)c2)CC1` gave CHO parental Ca 2, GPR7 antag -11, M1 ag parental 3.6, OXTR potentiate -1, V1aR counter -0.1, CHO-K1 Ca antag 1, OXTR agonist 0.1, CHO-K1 Ca PAM 7 and TAAR1 antag -24.
`CN1CCC(=NNC(=O)C(=O)NC(C)(C)C)CC1` gave CHO parental Ca -6, GPR7 antag -2, M1 ag parental 1.6, OXTR potentiate -6, V1aR counter -0.2, CHO-K1 Ca antag -16, OXTR agonist 0.5, CHO-K1 Ca PAM 20 and TAAR1 antag 0.
`Cc1cccc2c3c([nH]c12)C(=O)CC(C)(C)S3` gave CHO parental Ca -8, GPR7 antag -17, M1 ag parental 5.7, OXTR potentiate -8, V1aR counter 7.1, CHO-K1 Ca antag -11, OXTR agonist 0.5, CHO-K1 Ca PAM 12 and TAAR1 antag -4.
`CCOC(=O)C1CCCN(c2c(NCCCN3CCCC(C)C3)c(=O)c2=O)C1` (stereo unspecified) gave CHO parental Ca -8, GPR7 antag -11, M1 ag parental 0.5, OXTR potentiate 4, V1aR counter -0.4, CHO-K1 Ca antag 4, OXTR agonist 1.2, CHO-K1 Ca PAM -4 and TAAR1 antag -5.
Screening CC(C)C(=O)NCCn1ccc2ccccc21 returned CHO parental Ca -16, GPR7 antag -15, M1 ag parental 0.0, OXTR potentiate -6, V1aR counter 0.0, CHO-K1 Ca antag -18, OXTR agonist -0.1, CHO-K1 Ca PAM 21 and TAAR1 antag 1.
CCOC(=O)c1ccccc1OCc1cc(/C=N/NC(=O)c2cccnc2)ccc1OC was read as CHO parental Ca -8, GPR7 antag 1, M1 ag parental 6.4, OXTR potentiate -5, V1aR counter 0.9, CHO-K1 Ca antag 2, OXTR agonist -2.8, CHO-K1 Ca PAM -1 and TAAR1 antag 81*.
`Cc1csc2nc(COC(=O)c3ccc(Cl)c([N+](=O)[O-])c3)cc(=O)n12` gave CHO parental Ca -13, M1 ag parental 0.2, OXTR potentiate -3, V1aR counter 1.3, CHO-K1 Ca antag -10, OXTR agonist 0.3, CHO-K1 Ca PAM 10 and TAAR1 antag -8.
Screening CN(C)CCCN(C(=O)c1cc(-c2cccs2)nc2ccccc12)c1nc2ccc(F)cc2s1 returned CHO parental Ca 14, GPR7 antag 30*, M1 ag parental 2.4, OXTR potentiate -9, V1aR counter 7.2, CHO-K1 Ca antag 5, OXTR agonist 14, CHO-K1 Ca PAM 8 and TAAR1 antag 42.
`CC(=O)O[C@H]1CC[C@@]2(C)C(=CC[C@H]3[C@@H]4CC[C@H](C5(C)OCCO5)[C@@]4(C)CC[C@@H]32)C1` gave CHO parental Ca 6, M1 ag parental 0.0, OXTR potentiate -6, V1aR counter 0.3, CHO-K1 Ca antag -6, OXTR agonist 0.5 and CHO-K1 Ca PAM 10.
For Clc1ccc(-c2nn3c(-c4ccccc4)nnc3s2)cc1 the results were CHO parental Ca -10, GPR7 antag -1, M1 ag parental 0.0, OXTR potentiate -1, V1aR counter -1.4, CHO-K1 Ca antag -9, OXTR agonist -1.9, CHO-K1 Ca PAM 23 and TAAR1 antag 18.
`Cc1ccccc1C(=O)O/N=C(\N)c1cccc([N+](=O)[O-])c1` gave CHO parental Ca -7, GPR7 antag 16, M1 ag parental -0.5, OXTR potentiate -5, V1aR counter -1.1, CHO-K1 Ca antag 4, OXTR agonist -1.6, CHO-K1 Ca PAM -8 and TAAR1 antag 13.
For O/N=C/c1cccnc1Sc1ccccc1 the results were CHO parental Ca -9, GPR7 antag -5, M1 ag parental -0.1, OXTR potentiate -3, V1aR counter 0.8, CHO-K1 Ca antag 17, OXTR agonist 1.1, CHO-K1 Ca PAM -13 and TAAR1 antag 9.
Screening CC(C)CCn1c(NCCN(C)C)nc2c1c(=O)[nH]c(=O)n2C returned CHO parental Ca 5, GPR7 antag 2, M1 ag parental 0.7, OXTR potentiate -11, V1aR counter 0.6, CHO-K1 Ca antag -2, OXTR agonist 0.2, CHO-K1 Ca PAM 11 and TAAR1 antag 3.
`Cc1ccc(S(=O)(=O)N2CCC(C(=O)N3CCC[C@H]3C(=O)NCC(C)C)CC2)cc1` gave CHO parental Ca 4, GPR7 antag -6, M1 ag parental 0.3, OXTR potentiate -9, V1aR counter 0.5, CHO-K1 Ca antag -17, OXTR agonist -0.1, CHO-K1 Ca PAM 21 and TAAR1 antag 4.
Screening O=C1NC[C@@H](CCCCN2CCN(CCc3ccccc3)C(=O)C2=O)N(CCc2ccc(O)cc2)C1=O returned M1 ag parental 0.4, CHO-K1 Ca antag -16, CHO-K1 Ca PAM 9 and TAAR1 antag -11.
Screening COCCn1c2nc(=O)n(-c3ccccc3)c(=O)c-2nc2ccccc21 returned M1 ag parental 73*, CHO-K1 Ca antag 10, CHO-K1 Ca PAM 8 and TAAR1 antag 20.
For O=C(NC(=S)Nc1ccc(N2CCCCC2)c(Cl)c1)c1ccc2c(c1)OCCO2 the results were CHO parental Ca -9, GPR7 antag -15, M1 ag parental -0.1, OXTR potentiate -8, V1aR counter -0.5, CHO-K1 Ca antag -4, OXTR agonist 0.2, CHO-K1 Ca PAM 4 and TAAR1 antag -11.
For CCC(C)(C)C1CCc2[nH]nc(C(=O)O)c2C1 (stereo unspecified) the results were CHO parental Ca 0, M1 ag parental 0.2, OXTR potentiate -7, V1aR counter 1.0, CHO-K1 Ca antag -1, OXTR agonist -0.2, CHO-K1 Ca PAM 1 and TAAR1 antag -8.
